Source: PubChem BioAssay
TROY NFkB inh – inhibitors of TROY-dependent NF-kB signaling; Q293 LMP1-TROYcd NF-kB luciferase reporter, 4 h; inhibition, % at 10 µM; actives 0.98% (n = 360,000); AID 1347056;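 active means compounds whose plate-normalised and pattern-corrected inhibition of the luciferase reporter signal at the single screening dose is 50% or more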
NCOA1 inh – inhibitors of human steroid receptor coactivator 1 (SRC1); Q15788; inhibition, % at 3.6 µM; HEK293 GAL4-SRC1 luciferase reporter, luminescence; actives 0.12% (n = 360,000);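 active means inhibition above the campaign mean plus 3 SD, with each screening campaign given its own cutoff, cut at about 60% in these data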;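 further: 0% = DMSO treated cells and 100% = gossypol at 36 µM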
CF NFkB inh – blocks PAF-induced NF-kB reporter in cystic fibrosis cells. KKLEB NF-kB-GFP reporter, GFP fluorescence overnight. inhibition, % at 5 µM. actives 0.86% (n = 360,000);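 active means at least 50% inhibition at 5 µM, scaled per plate between neutral and stimulator controls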;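 further: PAF is a Pseudomonas aeruginosa culture filtrate used as stimulus; plate controls were PAF-stimulated DMSO wells for no effect and unstimulated DMSO wells for full effect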
NR5A2 inv ag – suppresses constitutive activity of human LRH-1; O00482; HEK293T StAR-luciferase reporter, LRH-1 transfected, 24 h; inhibition, % at 3.6 µM; actives 0.13% (n = 360,000); AID 602396;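 active means inhibition above the mean inhibition of all tested compounds plus 3 SD, cut at about 73% in these data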;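 further: 0% = DMSO wells and 100% = reporter-only cells lacking LRH-1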
TWEAK Fn14 block – TWEAK-Fn14 signaling inhibition | TWEAK-stimulated Fn14 reporter cells, luciferase luminescence, 8 h | inhibition, % at 10 µM | actives 2% (n = 360,000) | AID 1159606; in the data active means inhibition above about 50%
NR2F2 inh – blocks human COUP-TFII nuclear receptor; P24468; HEK293T NGFI-A luciferase reporter, luminescence; inhibition, % at 8.6 µM; actives 0.7% (n = 370,000); AID 686940;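 active means inhibition above a per-plate cutoff, mean inhibition of test wells between control levels plus 3 SD, cut at about 38% in these data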;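 further: cells cotransfected with COUP-TFII expression vector driving the NGFI-A reporter; 0% = median of COUP-TF2 test wells and 100% = reporter-only cells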
Shn3 inh set2 – inhibitors of Schnurri-3 3'UTR reporter in osteoblasts; actives 0.52% (n = 360,000); inhibition, % at 12.5 µM; Clone20 osteoblast Shn3 3'UTR firefly luciferase, 24 h;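 active means mean inhibition of at least 75% with every replicate also reaching 75%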;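 further: 0% = median of neutral control wells and 100% = pilot-screen positive control compound; some compounds past the cut are filed as inactive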
KKLEB tox – counter-screen for CF NF-kB inhibitors: cytotoxicity | AID 602141 | actives 0.36% (n = 360,000) | activity change (cytotoxicity), % at 5 µM | KKLEB CF airway cells viability, ATPlite luminescence, overnight; stronger effect = lower value; cells stimulated with P. aeruginosa culture filtrate;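 active means corrected activity change at or below -50% at 5 µM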
NCOA3 inh – inhibits human SRC3 coactivator; HEK293 GAL4-SRC3 luciferase reporter, luminescence; inhibition, % at 3.6 µM; actives 0.17% (n = 360,000); Q9Y6Q9;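 active means inhibition above a per-campaign cutoff, the mean of all compounds plus 3 SD, cut at about 60% in these data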;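 further: 0% = DMSO-treated cells and 100% = gossypol-treated cells at 36 µM; higher means less SRC3-driven luciferase light from the GAL4 reporter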
Target sequence (Q9Y6Q9 whole entry, looked up, the tested form may be a part): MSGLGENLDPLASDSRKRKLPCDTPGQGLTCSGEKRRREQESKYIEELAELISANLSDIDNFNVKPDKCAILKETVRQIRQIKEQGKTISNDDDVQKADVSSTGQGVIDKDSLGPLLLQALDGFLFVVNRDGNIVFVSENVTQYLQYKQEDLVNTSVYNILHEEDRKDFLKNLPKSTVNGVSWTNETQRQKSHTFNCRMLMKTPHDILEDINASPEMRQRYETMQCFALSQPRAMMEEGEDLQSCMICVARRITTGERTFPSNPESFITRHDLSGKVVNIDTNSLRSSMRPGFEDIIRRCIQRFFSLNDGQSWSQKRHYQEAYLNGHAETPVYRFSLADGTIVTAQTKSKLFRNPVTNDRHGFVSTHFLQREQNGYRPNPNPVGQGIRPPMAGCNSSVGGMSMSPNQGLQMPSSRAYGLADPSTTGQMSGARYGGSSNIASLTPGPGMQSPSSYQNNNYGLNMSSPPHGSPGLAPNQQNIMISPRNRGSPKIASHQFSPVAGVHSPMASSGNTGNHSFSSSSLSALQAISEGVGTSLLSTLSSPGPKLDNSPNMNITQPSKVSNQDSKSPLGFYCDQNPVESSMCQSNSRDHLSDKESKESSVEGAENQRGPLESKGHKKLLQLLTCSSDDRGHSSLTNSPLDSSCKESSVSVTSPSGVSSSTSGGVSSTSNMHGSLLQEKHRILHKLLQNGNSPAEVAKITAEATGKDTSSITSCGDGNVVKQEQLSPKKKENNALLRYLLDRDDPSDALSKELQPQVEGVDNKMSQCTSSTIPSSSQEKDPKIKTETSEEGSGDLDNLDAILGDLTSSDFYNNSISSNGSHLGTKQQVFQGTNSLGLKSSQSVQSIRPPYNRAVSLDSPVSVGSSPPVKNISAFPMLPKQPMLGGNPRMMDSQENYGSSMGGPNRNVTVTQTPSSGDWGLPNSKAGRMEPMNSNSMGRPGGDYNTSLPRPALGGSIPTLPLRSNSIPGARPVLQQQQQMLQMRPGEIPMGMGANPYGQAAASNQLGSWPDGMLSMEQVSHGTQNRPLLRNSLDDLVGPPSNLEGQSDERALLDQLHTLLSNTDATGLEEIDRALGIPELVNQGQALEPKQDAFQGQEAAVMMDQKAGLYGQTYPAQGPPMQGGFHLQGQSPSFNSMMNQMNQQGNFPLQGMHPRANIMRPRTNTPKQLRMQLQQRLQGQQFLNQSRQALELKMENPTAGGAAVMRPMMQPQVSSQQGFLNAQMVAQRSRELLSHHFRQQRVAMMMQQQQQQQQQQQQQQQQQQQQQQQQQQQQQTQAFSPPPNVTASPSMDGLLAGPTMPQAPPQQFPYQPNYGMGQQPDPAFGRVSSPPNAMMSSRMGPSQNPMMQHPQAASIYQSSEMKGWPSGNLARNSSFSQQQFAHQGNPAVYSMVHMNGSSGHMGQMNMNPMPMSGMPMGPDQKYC
TRAIL sens C8 – caspase-8 TRAIL sensitization; inhibition (viability loss, TRAIL sensitization), % at 10 µM; NB7+C8 cells + TRAIL, ATPlite viability luminescence; actives 1% (n = 360,000);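 active means compounds causing at least 50% loss of cell viability in the single-dose screen, relative to plate controls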
EBV LMP1 NFkB – inhibitors of Epstein-Barr LMP1-induced NF-kappaB reporter; inhibition, % at 12.5 µM; AID 504558; LMP1-induced NF-kappaB luciferase reporter cells, luminescence; actives 0.69% (n = 350,000); in the data active means inhibition above about 41%;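 further: 0% = neutral control wells and 100% = reference inhibitor control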
An asterisk follows results filed as active; . = not tested or not shown. These rows are one share of the data (hit frequency here may not be typical).

Each structure is followed by: NR5A2 inv ag	NR2F2 inh	KKLEB tox	TRAIL sens C8	TWEAK Fn14 block	NCOA3 inh	NCOA1 inh	CF NFkB inh	TROY NFkB inh	EBV LMP1 NFkB	Shn3 inh set2
CC1CCCCC12NC(=O)N(CC(=O)Nc1ccc(Cl)c(S(=O)(=O)N3CCOCC3)c1)C2=O (stereo unspecified)
→ 25	1	0	-6	-8	16	-9	-21	-6	-2	13
CCOC(=O)C1CCN(C(c2ccc(OC)c(OC)c2)c2sc3nc(C)nn3c2O)CC1 (stereo unspecified)
→ 14	6	13	-15	-6	16	8	-9	-8	7	-13
Cc1ccccc1CN1CCN(C(=O)CC(C)C)CC1
→ 6	10	-11	-3	7	0	24	-9	1	10	2
CN1CCN(CCCNC(=O)c2ccc(/C=C3\Sc4ccccc4N(Cc4ccc(F)cc4)C3=O)cc2)CC1
→ -4	10	-14	4	-53	-4	5	-4	-11	8	11
C[C@@H](C(=O)OCC(=O)NCCc1ccc(S(N)(=O)=O)cc1)N1C(=O)C2CCCCC2C1=O (stereo partly specified)
→ -2	-2	4	-7	1	6	-9	-7	-5	0	-8
O=C(c1ccc2nccnc2c1)N1CCN(c2ccccc2)CC1
→ 13	1	-10	-10	-3	12	-2	18	-12	-7	12
Cc1nn(C(C)C(=O)N2CCOCC2)c(C)c1[N+](=O)[O-] (stereo unspecified)
→ -25	7	6	-2	24	11	-15	24	2	3	-9
CCOC(CNC(=O)CN1C(=O)COc2ccc(S(=O)(=O)N3CCOCC3)cc21)OCC
→ 13	-6	-4	-13	-3	-12	9	-3	-6	4	-13
CCOC(=O)c1ccc(N(CC(=O)NCC2CCCO2)C(=O)CCC(=O)Nc2cc(C)on2)cc1 (stereo unspecified)
→ 8	11	4	0	20	-2	5	0	9	2	7
Cc1[nH]c2ccccc2c1CCN(Cc1cccnc1)C(=S)NC(C)(C)C
→ -2	10	6	6	-2	-15	-8	4	11	3	4
COC(=O)c1ccc(C2c3c(oc4ccc(F)cc4c3=O)C(=O)N2CCO)cc1 (stereo unspecified)
→ 8	-9	5	6	-1	2	-24	-4	7	-5	-8
COCCNc1nc(NCc2ccccc2OC)c2sccc2n1
→ 22	27	6	4	5	-1	-2	-39	20	.	73
COc1ccc(CNC(=O)C[C@H]2C[C@H](C(=O)N3CCOCC3)[C@@]3(CCC4CCCC4)c4[nH]c5cc(CCC(=O)N(C)C)ccc5c4CCN3C2=O)cc1OC
→ 6	16	-6	5	5	12	-15	1	-6	3	-10
COc1ccc(-c2nnn(CC(=O)N(CC(=O)NC3CCCC3)c3ccccc3F)n2)cc1OC
→ -13	9	11	-18	-4	16	-7	-4	-6	2	9
COC(=O)c1nc(NNC(=O)c2ccccc2)sc1-c1ccccc1
→ 5	-14	6	-17	82*	-8	-22	-22	-6	-4	7
Cc1cc(C(=O)NCc2cccs2)c(C)o1
→ 4	8	1	-5	-1	-15	4	4	-7	-11	-45
OC(CN1CCN(Cc2ccccc2)CC1)c1ccc(F)cc1 (stereo unspecified)
→ 1	3	2	-4	18	17	1	-14	6	2	15
CCOc1ccc(S(=O)(=O)N2CCC(C(=O)NCC3CCCO3)CC2)cc1C (stereo unspecified)
→ -3	14	-2	-6	-19	6	-19	-4	-2	-8	11
O=C(c1ccc(Cl)c(S(=O)(=O)N2CCCCCC2)c1)N1CCCC1
→ 14	-7	13	-2	0	10	-28	11	-8	1	13
CCN(C(=O)COC(=O)CCC1CCCC1)c1c(N)n(Cc2ccccc2)c(=O)[nH]c1=O
→ -21	-10	-1	-24	-4	-8	-5	4	13	1	-7
COc1ccc(CCNC/C=C/c2ccccc2)cc1
→ 1	-17	-10	2	-7	9	-35	5	9	-11	7
Cc1cc(/C=N/NC(=O)c2ccc(O)cc2)c(C)n1C1CC1
→ -47	-18	-3	0	-5	-8	-12	13	20	15	-33
Cc1cc(NC(=O)CSc2nnc(C)c(=O)[nH]2)no1
→ 10	-7	-12	5	3	-6	-14	21	-5	4	-34
CC(=O)OCC1=C(C(=O)O)N2C(=O)C(NC(=O)CC(C)c3ccccc3)C2SC1 (stereo unspecified)
→ -17	-15	-5	-7	0	15	6	-1	-9	-1	-8
COC(=O)c1cccc(C(=O)Nc2ccc(C)cc2Br)n1
→ -49	-14	2	5	-7	-40	-54	-5	-16	-9	-59
Cc1c(NC(=O)CSc2nc3ccccc3s2)c(=O)n(-c2ccccc2)n1C
→ -10	3	2	0	0	-4	-16	-10	6	-3	-14
OC(C#CCN1CCCCC1)(c1ccccc1)c1ccccc1
→ 4	-7	-5	-2	-13	4	7	0	3	2	-15
Cc1ccc(C2=C(O)C(=O)C(c3ccc(C)cc3)=C(O)C2=O)cc1
→ 3	1	-8	-5	21	-22	-12	56*	3	-8	5
CCc1cc2c(=O)c(-n3cnc4ccccc43)coc2cc1O
→ -39	-11	-19	-2	-16	9	-12	18	-17	-9	19
COc1ccc(/C=C/C(=O)OCc2nc3ccccc3c(=O)[nH]2)c(OC)c1
→ 10	9	0	7	-15	12	-10	10	5	-5	9
Cc1ccc(C(=O)Nc2nc(C)c(C(=O)Nc3ccc4c(c3)CCC4)s2)cc1
→ -80	-63	-20	-3	13	-68	-120	33	17	2	-2
O=C1COc2ccc(C(=O)COC(=O)CNS(=O)(=O)c3cccc(F)c3)cc2N1
→ -3	0	-2	-8	-9	8	-9	1	15	-2	-3
N#CC1=C(N)SC(N)=C(C#N)C1c1ccc([N+](=O)[O-])cc1
→ -9	0	-8	-4	34	25	17	-10	-16	1	-13
Cc1cccc(Nc2ccccc2C(=O)OCC(=O)N2CCOCC2)c1C
→ 0	-13	9	-3	-8	-3	-15	-17	-4	5	10
COC(=O)c1ccc(-n2nnnc2SCC(=O)Nc2cc(OC)ccc2OC)cc1
→ 27	9	12	-5	6	-5	-34	-12	11	-11	6
CN(CC(=O)NC1CCCC1)S(=O)(=O)c1cnc[nH]1
→ 5	0	-5	0	16	-2	-32	-8	8	3	8
COCC(C)n1c(SCC(=O)Nc2sccc2C(N)=O)nc2ccccc2c1=O (stereo unspecified)
→ -5	3	5	-25	16	-12	9	1	7	8	11
CCN(CC)C(=O)CSc1nc(O)c(Cc2ccc(OC)cc2)c(=O)[nH]1
→ 2	0	9	-10	10	-5	4	-10	10	7	2
c1ccc(OCc2nnc3n2N=C(c2ccccc2)CS3)cc1
→ 6	11	-3	-29	-27	1	-16	4	-23	-6	-1
O=C(COc1ccc2ccc(=O)oc2c1)Nc1cc([N+](=O)[O-])ccc1F
→ -23	8	4	18	-11	-1	6	-22	-16	1	3
CCCc1ncc(CN2CCC(C(=O)Nc3cccc(-c4cscn4)c3)CC2)cn1
→ 22	37	0	10	16	14	22	-14	18	13	32
O=C(COc1ccc(Br)cc1)NC1CC1
→ -8	12	21	3	4	3	-25	-10	1	-3	-90
c1ccc(SCc2cn3cccnc3n2)nc1
→ -13	7	11	-6	-18	-8	-4	-14	5	-10	-2
OC(c1ccccc1)c1nc(-c2ccc3c(c2)OCO3)cs1 (stereo unspecified)
→ -127	-16	9	-11	-30	-66	-60	-9	-46	.	-146
COC(=O)c1ccc(COc2ccccc2/C=C(\C#N)C(=O)NC(C)C)cc1
→ -5	-3	-6	6	21	3	8	1	-2	1	8
COc1ccc(S(=O)(=O)N2CCCC2)cc1Br
→ 4	23	2	-10	15	-30	1	2	4	5	6
COC(=O)c1sc(NC(=S)NC(=O)c2ccccc2F)nc1C
→ -28	-23	8	48	52*	-78	-58	-4	21	-1	-89
CCC(=O)Nc1c2c(nn1-c1ccc(C)cc1C)CSC2
→ 3	-2	-1	7	8	-4	-15	1	-2	3	-4
CCOc1ccccc1NC(=O)CN(Cc1ccccc1)S(C)(=O)=O
→ -3	12	11	7	8	9	-18	-4	11	-2	-3
O=C(CCS(=O)(=O)c1ccc(Br)s1)NCc1ccc2c(c1)OCO2
→ -13	.	1	-2	-18	-9	-20	4	2	-8	12

The list continues.
Each structure is followed by: NR5A2 inv ag	NR2F2 inh	KKLEB tox	TRAIL sens C8	TWEAK Fn14 block	NCOA3 inh	NCOA1 inh	CF NFkB inh	TROY NFkB inh	EBV LMP1 NFkB	Shn3 inh set2
COc1cccc(CC(=O)Nc2ccc(S(=O)(=O)Nc3nc(C)cc(C)n3)cc2)c1
→ -4	-2	-2	-14	-19	7	-1	26	24	1	17
O=C(NCC1CCC(C(=O)O)CC1)c1cccnc1 (stereo unspecified)
→ 5	-15	5	6	-23	11	3	7	-12	4	5
COc1ccc(C2/C(=C(/O)c3ccc(S(=O)(=O)N4CCOCC4)cc3)C(=O)C(=O)N2CCN2CCOCC2)cc1 (stereo unspecified)
→ -6	-6	13	16	8	-2	5	-2	-1	-2	-12
O=C(c1cc2cc(F)ccc2[nH]1)N1CCC(Cc2ccccc2)CC1
→ 1	-13	-14	11	-6	-11	-21	20	-29	-3	1
CN1CCN(S(=O)(=O)c2cccc(C(=O)Oc3cccc(C#N)c3)c2)CC1
→ 1	-27	-6	4	4	-4	-2	-2	17	3	-11
Cn1nc(C(=O)Nc2nc3ccc(S(C)(=O)=O)cc3s2)ccc1=O
→ 4	-18	3	9	10	6	5	-18	-3	0	4
N#CCC(=O)Nc1ccc(C(=O)NNC(=S)NC2CC2)cc1
→ 6	6	9	-3	29	6	1	8	-9	1	2
CC(CC(=O)Nc1nnc(CC(C)(C)C)s1)c1ccccc1 (stereo unspecified)
→ -7	7	5	7	10	5	18	3	-11	2	7
Cc1noc(C)c1C(=O)Nc1ccccc1N1CCCC1
→ -7	0	5	12	14	4	-30	0	-6	2	6
COc1ccccc1-c1nnc(-c2ccc(C)cc2)o1
→ -77	-55	-6	53*	-11	-68	-104	-4	-45	-12	-96
Cc1ccc(NC(=O)C2CCCN(c3ncccn3)C2)c(C)c1 (stereo unspecified)
→ -34	-16	7	-1	-20	-27	-12	16	-29	-15	-11
Cc1ccc(S(=O)(=O)Nc2cc(C)cc(CCNC=O)c2C)cc1
→ 4	6	2	-3	10	-6	-12	-5	7	-1	-11
CCC(=O)N(Cc1cc2cc(OC)ccc2[nH]c1=O)c1cccc(C)c1
→ 17	-18	-7	-14	-7	4	-21	9	13	5	11
CCOC(=O)c1c(-c2ccccc2)oc2ccc(O)c(CN3CCOCC3)c12
→ 21	11	-4	2	27	39	-10	-7	16	2	10
Cc1[nH]c2ccccc2c1C(=O)COC(=O)c1c(-c2ccccc2)noc1C
→ 11	-2	13	7	12	0	-2	-1	28	2	9
CCOC(=O)Cn1nnnc1CN(Cc1ccc(OC)cc1)Cc1cc2cc(C)cc(C)c2[nH]c1=O
→ 0	6	-6	-3	-16	2	6	20	-9	-2	24
CC(C)(C)OC(=O)NCCCCCNC(=O)c1[nH]cnc1C(=O)Nc1ccccc1
→ 6	-1	4	16	33	-3	5	0	10	18	-12
C/C(N)=C(/C#N)C(=O)CSc1nnnn1-c1ccc(C)cc1
→ -27	-24	-10	15	-2	-4	-18	8	-42	-15	-13
CC(C)NC(=S)NN(c1ccccc1)c1ccccc1
→ 7	13	5	-7	1	-10	1	-8	10	1	-8
